STAT3 act – STAT3 signaling activation; U3A cells, IL-6 STAT3-luciferase reporter, luminescence; 100% = signal with IL-6 EC80 alone; activation (% of control), % at 5.6 µM; 190,000 compounds, 0.91% hits;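 active = activation above the screen-wide mean of compound activation plus 3 SD, cut at about 130% in these data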;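 note: 0% = background luminescence of wells with medium and substrate only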
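Assay system – human STAT1-deficient U3A cells with stable STAT3-luciferase reporter · Also added – IL-6 (33 ng/mL) · Schedule – compound 1 h, then IL-6 6 h at 37 °C · Technique – reporter luminescence signal · Evaluation – % activation versus median of IL-6-stimulated wells · Benchmarks – IL-6-only wells as 100% reference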
Hsp70 activator – switches on Hsp70 transcription; HeLa Hsp70 promoter luciferase reporter, luminescence; scaled: vehicle 0, proteasome-inhibitor control 100%; 200,000 compounds, 0.04% hits; activation, % at 10 µM;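 active = activation above the mean across all tested compounds plus 3 SD, cutoff set per campaign, cut at about 5.5% in these data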;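 note: 100% = MG132 at 30 µM as the positive control and 0% = DMSO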
STAT1 inh – STAT1 signaling inhibition; AID 920; inhibition, % at 5.5 µM; 200,000 compounds, 0.35% hits; NIH 3T3 STAT1-luciferase reporter, IFN-gamma, luminescence;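 active = inhibition above a set limit, the mean inhibition across all tested compounds plus 3 SD, cut at about 34% in these data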;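 note: 0% = IFN-gamma with DMSO and 100% = IFN-gamma with 300 µM nifuroxazide; values of inactives mirror those of a sister screen read the other way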
NF-kB expr up – compounds increasing NF-kB expression in human neuronal cells. NF-kB reporter expression; active compounds read high. AID 1239. fold change at 12.5 µM. 190,000 compounds, 1.6% hits; in the data active = fold change above about 3.3
HMGR II inh – blocks class II HMG-CoA reductase of Enterococcus faecalis. purified E. faecalis HMGR, NADPH absorbance 340 nm kinetic. inhibition, % at 10 µM. 190,000 compounds, 0.41% hits. AID 1066;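 active = inhibition above a set limit, the median over all tested compounds plus 3 SD, cut at about 9.5% in these data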;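 note: enzyme runs in reverse so mevalonate oxidation gives rising NADPH absorbance; 0% = complete reaction with DMSO and 100% = background rate lacking mevalonate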
TLR4 MyD88 comp – TLR4-MyD88 interaction inhibition in cells; 200,000 compounds, 0.18% hits; AID 861; O00206+Q99836; HeLa CL3-4 TLR4/MyD88 BLA complementation, FRET ratio; inhibition, % at 8.4 µM; in the data active = inhibition above about 25%;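 note: 0% = vehicle and 100% = reference inhibitor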
Target sequence (O00206 whole entry, looked up): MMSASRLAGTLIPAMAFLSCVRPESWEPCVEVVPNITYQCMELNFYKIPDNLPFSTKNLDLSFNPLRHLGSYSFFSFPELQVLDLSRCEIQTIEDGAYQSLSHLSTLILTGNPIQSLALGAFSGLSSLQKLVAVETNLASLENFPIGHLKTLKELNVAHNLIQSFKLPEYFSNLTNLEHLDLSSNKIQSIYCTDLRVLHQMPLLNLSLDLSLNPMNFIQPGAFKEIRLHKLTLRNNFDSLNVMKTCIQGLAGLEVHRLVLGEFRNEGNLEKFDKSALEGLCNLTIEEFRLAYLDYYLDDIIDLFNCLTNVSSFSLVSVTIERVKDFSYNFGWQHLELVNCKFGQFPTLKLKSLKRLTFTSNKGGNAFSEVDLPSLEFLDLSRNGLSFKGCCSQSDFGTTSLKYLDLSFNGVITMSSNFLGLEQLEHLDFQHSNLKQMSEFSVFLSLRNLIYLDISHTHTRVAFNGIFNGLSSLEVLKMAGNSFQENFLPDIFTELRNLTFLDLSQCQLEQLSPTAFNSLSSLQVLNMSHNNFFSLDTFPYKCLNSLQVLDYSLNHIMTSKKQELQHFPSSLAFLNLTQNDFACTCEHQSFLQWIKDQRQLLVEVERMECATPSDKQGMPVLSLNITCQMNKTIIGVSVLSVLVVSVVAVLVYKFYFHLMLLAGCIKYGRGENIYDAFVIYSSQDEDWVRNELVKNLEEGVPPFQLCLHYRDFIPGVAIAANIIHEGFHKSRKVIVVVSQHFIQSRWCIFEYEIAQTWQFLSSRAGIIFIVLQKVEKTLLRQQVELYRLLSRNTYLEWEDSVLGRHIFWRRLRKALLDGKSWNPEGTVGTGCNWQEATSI
Target sequence (Q99836 whole entry, looked up): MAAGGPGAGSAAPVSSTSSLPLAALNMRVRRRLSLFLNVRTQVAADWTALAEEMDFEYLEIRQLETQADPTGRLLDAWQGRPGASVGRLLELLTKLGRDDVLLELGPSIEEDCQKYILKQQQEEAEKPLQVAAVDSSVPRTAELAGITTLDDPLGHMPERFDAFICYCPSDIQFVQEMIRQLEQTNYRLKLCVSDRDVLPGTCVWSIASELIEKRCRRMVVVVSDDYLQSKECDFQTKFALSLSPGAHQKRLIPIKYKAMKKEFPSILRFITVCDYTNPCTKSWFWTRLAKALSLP
STAT1 activator – STAT1 signaling activation; activation (% of control), % at 5.5 µM; AID 932; NIH 3T3 STAT1-luciferase reporter, IFN-gamma, luminescence; 100% = IFN-gamma alone, no compound; 200,000 compounds, 2.6% hits;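 active = activation above the screen-wide mean activation plus 3 SD, cut at about 130% in these data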;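 note: raw ratio to IFN-gamma control signal so 100% means no change and 0% no light; values of inactives mirror those of a sister screen read the other way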
DTT redox prof – compounds producing H2O2 with reducing agent – biochemical, NIH compound library profiling, artefact control for MLSCN library redox annotation, primary screen. DTT-dependent redox cycling H2O2, phenol red/HRP absorbance; 100% = 100 µM peroxide control, 0% = buffer. activation, % at 10 µM. 200,000 compounds, 0.03% hits;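 active = activation of at least 50% relative to the plate's high and low controls in the primary single-dose screen; inactive = activation below 50%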;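 note: compound incubated with DTT at 0.8 mM final as the reducing agent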
STAT3 inh – reduces IL-6 driven STAT3 reporter signal. U3A cells, IL-6 STAT3-luciferase reporter, luminescence; host cell line lacks STAT1. inhibition, % at 5.5 µM. 190,000 compounds, 0.89% hits. AID 862;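 active = inhibition above the mean inhibition across all screened compounds plus 3 SD, cut at about 44% in these data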;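 note: 0% = DMSO only wells and 100% = 100 µM nifuroxazide control wells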
APP 5'UTR act – activates APP 5'UTR luciferase reporter | activation, % at 2 µM | 190,000 compounds, 1% hits | AID 1276 | SH-SY5Y APP 5'UTR luciferase reporter, luminescence; zero percent = DMSO vehicle wells;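 active = activation above a set limit, based on mean plus 3 SD of controls, cut at about 140% in these data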; note: values of inactives mirror those of a sister screen read the other way
An asterisk follows results filed as active; x = not tested or not shown. A portion of the library (hit frequency here may not be typical).

structure	STAT3 act	Hsp70 activator	STAT1 inh	NF-kB expr up	HMGR II inh	TLR4 MyD88 comp	STAT1 activator	DTT redox prof	STAT3 inh	APP 5'UTR act
CCCCn1c(O)c(C(C)=NCCc2ccccc2)c(=O)[nH]c1=O	81	-0.2	2	1.5	-5	1	98	-3.1	26	-2
COc1ccc(CN2CCCC(C(=O)c3ccccc3SC)C2)cc1O (configuration not stated)	96	-0.1	1	1.4	-5	11	97	-1.0	8	-1
CCCCn1c(O)c(C=NC2CCCCC2N)c(=O)[nH]c1=O (configuration not stated)	101	0.1	-4	1.1	-4	-4	104	1.9	3	7
COc1ccc(C2SCC(=O)Nc3c2c(=O)[nH]n3C2CCCCCC2)cc1OC (configuration not stated)	104	-0.3	4	0.83	-2	-2	97	-0.7	2	3
Cc1sc2c(c1C)C(c1ccc(C(C)(C)C)cc1)=NCC(=O)N2CC(=O)Nc1nccs1	95	-0.4	6	0.79	-4	-14	95	-0.1	12	14
CCOC(=O)C1(CCCc2ccccc2)CCN(C2CCC2)CC1	103	0.1	5	0.83	-2	7	94	-1.0	1	-14
COc1ccccc1OCC#CCN1CCCC(C)C1 (configuration not stated)	97	0.4	8	1.3	4	-7	91	-0.2	9	-6
O=c1c2ccccc2ncn1-c1ccc([N+](=O)[O-])c(C(F)(F)F)c1	100	-0.4	4	1.1	-5	-19	97	-0.2	-2	-3
Nc1ccc(C(=O)N/N=C2/CN3CCC2CC3)cc1	102	-0.1	-5	0.9	-2	-7	105	0.2	-2	25
CCC1(CCCC(=O)c2ccc(F)cc2)C(=O)NC(=S)NC1=O	103	-0.4	-9	1.2	0	-10	108	-1.0	-1	2
CCN(CC)S(=O)(=O)c1ccc(N=Cc2c(O)n(-c3ccccc3)c(=O)[nH]c2=O)cc1	103	0.0	-3	0.94	-3	2	103	-0.1	2	16
O=C(C(Cc1ccccc1)NS(=O)(=O)c1ccc(F)cc1)N1CCC2(CC1)OCCO2 (configuration not stated)	102	-0.3	-1	0.82	0	2	106	-0.1	-3	-3
O=C(CNC1CCCC1)Nc1ccc(N2CCCCCC2)cc1	100	0.0	-11	1.1	-7	4	110	-2.0	2	6
C/C(=C\c1ccc(N(C)C)cc1)[N+](=O)[O-]	107	-0.3	-1	3.1	2	7	101	-4.3	-1	-32
NCC(CC(=O)O)c1ccc(Cl)cc1 (configuration not stated)	101	-0.5	2	1.1	-9	3	98	2.6	3	3
CCCCN1C(=O)/C(=C/C=C/c2ccco2)C(=O)NC1=S	93	0.0	8	1.1	-1	0	93	0.1	7	5
O=C(c1cc(C(=O)NCc2ccccc2)c(=O)n(Cc2ccccc2)c1)c1cc(Cl)ccc1O	108	-0.4	0	0.88	-3	0	100	0.0	-4	-7
O=C1NC(=S)N(c2ccccc2F)C(=O)/C1=C\c1cccs1	108	-0.4	-4	2.5	0	0	104	0.5	-15	15
COc1c2c(cc3c1OCO3)CC[N+](C)=C2	x	-0.5	-3	1.1	1	-22	102	0.5	x	6
Cc1cccnc1-n1c(-c2ccccc2)nc2ccccc2c1=O	94	-0.3	6	1.1	-1	-2	95	-0.1	17	-2
O=C(Nc1ccccc1)Oc1ccccc1	108	-0.2	-6	1.3	-4	1	106	-4.0	-8	10
CC(C)n1cc(C(=O)N(CC(=O)NC(C)(C)C)Cc2ccccc2)cn1	98	-0.1	5	0.94	-8	-4	104	-0.1	6	25
CC(=O)NC(Cc1ccc(N(CCCl)CCCl)cc1)C(=O)NC(CC(C)C)C(=O)O (configuration not stated)	105	-0.1	-7	1	-2	5	105	-0.1	-1	11
CCN(CC)CCN=Cc1c(O)n(Cc2ccccc2)c(=O)[nH]c1=O	101	-0.2	1	1.1	-7	1	99	0.2	-1	-13
O=c1[nH]c(=O)n(CCc2ccccc2)c(O)c1C=NCc1ccc2c(c1)OCO2	98	0.3	-8	1.1	1	1	107	0.0	7	-6
CCN(CC)c1ccc(N=Cc2c(O)n(-c3ccc(OC)cc3)c(=O)[nH]c2=O)cc1	101	-0.1	-2	1.1	1	6	102	0.0	6	4
O=c1[nH]c(=O)n(Cc2ccco2)c(O)c1C=NCc1ccco1	99	-0.4	7	1.3	-5	-2	94	1.6	11	2
O=c1c2ccccc2nc(C[n+]2ccccc2)n1-c1cccc(C(F)(F)F)c1	99	-0.3	-2	1.4	0	7	99	-0.7	4	-14
COc1ccc(C(Nc2ccccc2)P(=O)(Oc2ccccc2)Oc2ccccc2)cc1 (configuration not stated)	105	-0.5	-4	1.1	-3	-4	103	0.4	-3	9
CC(C)COc1ccc(C2(C#N)CC[N+](C)(C)CC2)cc1	97	-0.3	-2	0.9	-4	-5	102	0.4	6	-2
Cn1c(O)c(/C=N/N2CCCCC2)c(=O)[nH]c1=O	100	-0.4	4	1.6	0	-11	98	-0.8	-2	11
COc1cccc(NP(=O)(Oc2ccc(Cl)cc2)Oc2ccc(Cl)cc2)c1	104	-0.1	-11	0.86	0	7	110	-0.3	-1	12
CCCC/C(C)=C/[C@@H](NP(=O)(c1ccccc1)c1ccccc1)c1ccccc1	105	-0.1	-7	0.94	-8	6	106	1.8	-8	-2
N#CCCn1cc(C(=O)Nc2ccccc2Cl)c(-c2ccc([N+](=O)[O-])cc2)n1	101	-0.2	8	1.1	-4	-10	93	-0.6	3	-13
Cc1cc(C)c(C2=NOC(O)(C(F)(F)F)C2)c(=O)[nH]1 (configuration not stated)	98	-0.5	-1	1	-7	2	101	2.5	12	11
CC/C(=C\C=C\[C@@H]1C=C[C@@H]2CCC[C@H]2[C@@H]1C(=O)c1ccc[nH]1)[C@@H]1O[C@@H]([C@@H](C)C(=O)O)CC[C@@H]1C	95	-0.4	3	1	-7	-12	97	1.4	8	2
Cc1onc(-c2ccccc2)c1C(=O)N1CCC2(CC1)OCCO2	104	0.0	5	1.2	-5	6	96	0.3	-3	-34
O=C1N(CN2CCOCC2)c2ccccc2C1(O)c1c[nH]c2ccccc12 (configuration not stated)	136*	-0.3	-2	0.98	-5	-1	102	0.7	-40	3
CC(C)(C)P(=O)(NCc1ccccc1)c1ccccc1 (configuration not stated)	106	-0.3	-3	1.6	2	-16	101	0.4	-4	3
C=CCn1c(O)c(C(C)=NCc2ccco2)c(=O)[nH]c1=O	93	0.5	-4	1.4	-5	-2	107	0.0	9	-14
CC(C)OC(=O)C1C(=O)NC2(C)CC1c1ccccc1O2 (configuration not stated)	101	0.0	3	1.1	0	-18	97	0.1	-2	-6
Cc1nn(CC(C)C)c(Cl)c1C(=O)O	97	-0.3	0	0.97	-3	9	97	-0.3	5	47
CC(C)N1C(=O)NC(=O)C2(Cc3cc([N+](=O)[O-])ccc3N(C)C2c2ccccc2)C1=O (configuration not stated)	99	-0.2	-3	0.68	-6	-3	103	-0.1	4	1
Cc1cc(/C=C2/C(=O)NC(=O)N(Cc3ccco3)C2=O)c(C)n1-c1ccc(C(=O)O)cc1	105	0.1	0	1.5	1	-2	100	-0.1	-3	3
CSc1ncc(/C=C2/C(=O)NC(=O)N(c3ccc(C)cc3)C2=O)cn1	113	-0.3	3	1	2	11	96	0.0	-8	12
Cc1cc(C)[n+](C2C3CC4CC(C3)CC2C4)o1 (configuration not stated)	100	-0.1	15	0.88	-5	12	87	-0.4	-1	0
O=C(CN1C(=O)CN=C(c2ccccc2Cl)c2cc(Cl)ccc21)NCc1ccco1	100	0.0	-11	1.3	0	-9	110	-0.2	4	3
NCCc1nc2ccccc2s1	133*	0.4	5	1.1	1	4	97	0.0	-33	3
CCN(CC)S(=O)(=O)c1ccc(NN=C(C#N)C#N)cc1	91	-0.1	-5	0.86	-5	1	104	0.0	12	4
CCOc1cccc(N2C(=O)CC(=O)NC2=O)c1	102	0.6	4	1.4	0	-3	96	1.7	0	-16

Continued:
structure	STAT3 act	Hsp70 activator	STAT1 inh	NF-kB expr up	HMGR II inh	TLR4 MyD88 comp	STAT1 activator	DTT redox prof	STAT3 inh	APP 5'UTR act
CCN(CC)CCCNC(=O)c1c(O)c2ccccc2n(Cc2ccccc2)c1=O	105	-0.3	-6	0.8	-4	-1	106	-2.9	-2	18
COc1ccc(Cn2c(N)c(C(=O)NCc3ccco3)c3nc4ccccc4nc32)cc1OC	92	-0.3	3	0.77	4	-4	97	1.8	11	-16
CC(C)CC12CN3CCN(CC(C3)C1O)C2 (configuration not stated)	97	-0.4	12	1.1	-6	-7	89	0.0	2	-29
O=[N+]([O-])c1ccc(N2CCNCC2)cc1Sc1ccccn1	100	0.3	3	1.1	-1	-18	97	0.1	-2	3
N=C1c2ccccc2CN1NC(=O)c1ccccc1	100	-0.1	-1	1.2	-3	-2	103	-0.7	-2	38
O=C1C2CCCN2C(c2ccncc2)N1c1ccc(Cl)c(Cl)c1 (configuration not stated)	100	-0.2	4	1	0	2	96	-2.3	4	-5

Source: PubChem BioAssay (several laboratories)
